Screening results deposited in PubChem BioAssay by The Scripps Research Institute Molecular Screening Center.
Tn6 DDE FP = inhibitors of Tn6 peptide binding to human fibrin DD(E) | P02675 | Fibrin DD(E) TRITC-Tn6 fluorescence polarization displacement | inhibition, % at 8.3 µM | 370,000 compounds, 0.21% hits | AID 720509;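 active = inhibition above a per-campaign cutoff: mean of compounds within control limits plus 3 SD, cut at about 15% in these data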;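 note: 0% = median of all compound wells on the plate and 100% = blocking peptide control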
TDP2 inh = blocks human TDP2 phosphodiesterase activity; inhibition, % at 12.8 µM; recombinant TDP2, T5PNP hydrolysis, p-nitrophenol absorbance 415 nm; O95551; 370,000 compounds, 0.34% hits;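 active = inhibition above the mean of all tested compounds plus 3 SD, set per campaign, cut at about 25% in these data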;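 note: 0% = DMSO with enzyme and 100% = buffer with substrate but no TDP2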
Target sequence (O95551 whole entry, looked up): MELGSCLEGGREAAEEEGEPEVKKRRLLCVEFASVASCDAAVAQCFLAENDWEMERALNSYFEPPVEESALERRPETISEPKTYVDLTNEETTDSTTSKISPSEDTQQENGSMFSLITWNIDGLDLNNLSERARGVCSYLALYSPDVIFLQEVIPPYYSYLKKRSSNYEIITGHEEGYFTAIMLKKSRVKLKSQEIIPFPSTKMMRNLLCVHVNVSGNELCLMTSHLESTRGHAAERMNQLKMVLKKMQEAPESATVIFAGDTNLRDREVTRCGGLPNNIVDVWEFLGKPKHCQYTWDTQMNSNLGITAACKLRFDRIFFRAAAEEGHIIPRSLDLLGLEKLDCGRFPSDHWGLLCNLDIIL
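Test system: Human TDP2 enzyme | Reagent: 5 mM T5PNP | Compound dosing: 12.8 µM single point, 1% DMSO | Incubation: Enzyme reaction with compound for 2 h at 37 °C | Technique: p-Nitrophenol epi absorbance | Read-out: % inhibition relative to enzyme-containing and enzyme-free wells | Benchmarks: High control without enzyme, low control DMSO plus TDP2 | Replicates: Singlicate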
SIAE inh = inhibitors of human sialic acid acetylesterase SIAE | 370,000 compounds, 0.69% hits | AID 1053197 | SIAE FP-Rh probe binding, fluorescence polarization | inhibition, % at 9.66 µM;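 active = inhibition above a cutoff: mean of compounds within the control limits plus 3 SD of those, cut at about 17% in these data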;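 note: 0% = plate median of compound wells and 100% = probe without SIAE protein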
Tn7 DDE FP = DD(E)-Tn7 binding inhibition, primary FP screen | 370,000 compounds, 0.13% hits | inhibition, % at 8.3 µM | FP displacement of FITC-Tn7 peptide from fibrin DD(E); 0% = median of compound wells per plate | P02675;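 active = inhibition above the mean of compounds falling within the control limits plus 3 SD of them, cut at about 14% in these data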;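 note: 0% = plate median of compound wells and 100% = 10 µM Aha-Tn7 peptide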
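Assay system: Human fibrin DD(E) protein | Medium: Tris buffer with calcium and detergent, pH 7.8 | Reagent: 0.1 µM fluorescent Tn7 | Compound dosing: Single point at 8.3 µM | Times: 10 min preincubation, 3 h with tracer, room temperature | Detection: Fluorescence polarization of the labelled Tn7 tracer | Controls: Aha-Tn7 high control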
ADAM17 inh = inhibits human ADAM17 | P78536 | recombinant ADAM17, EDANS/DABCYL FRET peptide cleavage | inhibition, % at 6.95 µM | 370,000 compounds, 0.83% hits | AID 720648;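 active = inhibition above the mean of compounds lying between control limits plus 3 SD, set per campaign, cut at about 8.5% in these data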;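 note: 0% = DMSO-only wells as the low control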
Target sequence (P78536 215-824 limits assumed): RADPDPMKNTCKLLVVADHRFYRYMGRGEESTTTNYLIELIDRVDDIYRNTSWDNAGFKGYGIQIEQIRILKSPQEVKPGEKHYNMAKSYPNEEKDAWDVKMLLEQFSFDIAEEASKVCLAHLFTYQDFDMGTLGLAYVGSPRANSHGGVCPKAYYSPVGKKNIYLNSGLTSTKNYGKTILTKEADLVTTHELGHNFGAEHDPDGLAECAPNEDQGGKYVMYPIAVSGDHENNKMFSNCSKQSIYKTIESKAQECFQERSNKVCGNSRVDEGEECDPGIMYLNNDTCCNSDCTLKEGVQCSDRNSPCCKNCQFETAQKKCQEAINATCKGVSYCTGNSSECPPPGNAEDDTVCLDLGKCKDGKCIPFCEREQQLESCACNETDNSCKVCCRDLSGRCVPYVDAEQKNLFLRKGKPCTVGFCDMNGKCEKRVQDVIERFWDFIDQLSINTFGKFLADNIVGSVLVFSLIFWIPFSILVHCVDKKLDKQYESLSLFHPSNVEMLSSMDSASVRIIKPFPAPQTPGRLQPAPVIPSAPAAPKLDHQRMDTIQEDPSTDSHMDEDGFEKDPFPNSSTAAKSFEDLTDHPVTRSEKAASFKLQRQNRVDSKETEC
PLC-beta3 inh = inhibitors of human phospholipase C beta3. Purified PLC-beta3, fluorogenic substrate, fluorescence. inhibition, % at 12.2 µM. 370,000 compounds, 0.18% hits. AID 720704; in the data active = inhibition above about 11%;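 note: 0% = median of compound wells on plate and 100% = full blocker control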
PLC-gamma1 inh = inhibitors of human phospholipase C gamma1; purified PLC-gamma1, fluorogenic substrate, fluorescence; inhibition, % at 12.2 µM; 370,000 compounds, 0.84% hits; AID 720700; in the data active = inhibition above about 9.5%
ARFGAP1 inh = inhibits rat ARF GTPase activating protein 1; inhibition, % at 16.5 µM; Q62848; 360,000 compounds, 0.26% hits; Arfgap1-stimulated ARF1 GTP hydrolysis, GDP FP detection;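 active = inhibition above a per-plate limit, mean inhibition of low control wells plus 3 SD, cut at about 25% in these data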;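 note: 0% = DMSO wells with enzyme and 100% = wells lacking Arfgap1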
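system = rat Arfgap1 catalytic domain, aa 1-136 | technique = FP, GDP Alexa 633 tracer displaced from anti-GDP antibody, 620/688 nm | compound = one concentration, 16.5 µM, DMSO 1.26% | medium = HEPES-based buffer, pH 7.5 | timing = compound-enzyme preincubation 20 min, reaction 120 min, detection 60 min, 25 °C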
ASAP1 inh = inhibitors of human ASAP1 ArfGAP activity; ASAP1-stimulated ARF1 GTP hydrolysis, GDP FP detection; Q9ULH1; 360,000 compounds, 0.19% hits; inhibition, % at 16.5 µM; in the data active = inhibition above about 25%;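 note: 0% = vehicle with enzyme and substrate and 100% = no enzyme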
ADAM10 inh = inhibits human ADAM10. AID 720582. O14672. inhibition, % at 7 µM. 370,000 compounds, 0.62% hits. recombinant ADAM10, EDANS/DABCYL FRET peptide cleavage, 3 h;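 active = inhibition above a per-campaign cutoff equal to the mean of compounds falling between control-based bounds plus 3 SD, cut at about 20% in these data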;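 note: 0% = DMSO wells while the 100% control is not disclosed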
* hit, by the source's call; / = not tested or not shown. Random draw from the library. Share with any hit: about 3.6%.

SMILES	Tn6 DDE FP	TDP2 inh	SIAE inh	Tn7 DDE FP	ADAM17 inh	PLC-beta3 inh	PLC-gamma1 inh	ARFGAP1 inh	ASAP1 inh	ADAM10 inh
COc1ccccc1N1CCN(CC(O)c2ccc3cc[nH]c3c2)CC1 (configuration not stated)	-1	-1	0	5	-21	-67	-55	2	2	-67
CN1CCC(=NNC(=O)CN(c2cccc(Cl)c2)S(C)(=O)=O)CC1	1	0	2	-3	-4	-5	0	-2	12	-4
Nc1nc(NCc2c(F)cccc2Cl)nn1-c1ccccc1	8	-3	-2	-1	-2	2	1	-4	-5	1
CSc1cccc(NS(=O)(=O)c2ccccc2)c1	4	7	0	2	-5	-1	0	-7	-9	6
CCOC(=O)C1CCN(Cc2ccc(OC)c(OCc3ccccc3)c2)CC1	-3	4	-3	5	-3	-5	2	-6	-2	-4
CCOc1ccccc1N1CCN(CC(O)COC2CCCc3ccccc32)CC1 (configuration not stated)	4	0	10	0	0	-8	1	3	7	4
CCOc1ncccc1C(=O)NCCc1ccc(OC)cc1	-1	-8	1	8	1	3	1	5	4	1
Cc1cc(=O)[nH]c(SC/C=C/c2ccccc2)n1	0	-6	-1	-5	3	0	4	1	6	-3
CN(C(=O)c1ccc2c(c1)OCO2)C1(C(=O)NC2CCCC2)CCCCC1	5	15	3	0	-6	-1	-2	4	4	-2
COCC(=O)N1C[C@H]2CON(C)[C@H]2C[C@H]1c1cccc(-c2ccc(C#N)cc2)c1	-1	-3	-4	5	0	0	1	-10	5	-8
C[C@@H]1CN([C@@H](C)CO)C(=O)CCCn2cc(nn2)CO[C@H]1CN(C)S(=O)(=O)c1ccc2c(c1)OCCCO2	0	1	-2	-6	-7	0	0	2	-4	-11
CCc1cc(C(=O)O)c(NC(=O)/C=C/c2ccc(OC)c(OC)c2)s1	-8	-11	-24	3	6	-48	-39	-7	3	7
Cc1ccc2cc(C)c(SCC(=O)Nc3cc(C)on3)nc2c1	-4	10	-3	-5	0	-6	0	6	-8	-4
O=C(CN1CCCc2ccccc21)NCc1ccc(Cl)cc1	-9	-3	-4	7	-8	-22	-16	/	/	-29
CN(C)C(=O)c1ccc2c(c1)C1C3CCC(C3)C1C(c1ccccc1)N2 (configuration not stated)	0	3	0	1	1	1	-1	-5	-13	1
COc1ccc2c(c1)CO[C@H]([C@H](O)CO)[C@H]2/C=C/c1ccccc1	-8	4	0	-8	0	-2	0	/	/	-8
Cc1ccc(Oc2ccc(C(=O)NC3CCSC3=O)cn2)cc1 (configuration not stated)	3	5	2	5	0	3	3	-4	-5	-1
CN1CCN(C(=O)c2ccc(-c3nn(C)c(=O)c4ccccc34)cc2)CC1	-1	14	-8	1	-4	3	2	-1	2	3
Clc1cc(Cl)c2nc(N3CCOCC3)sc2c1	2	3	4	13	-2	2	-1	1	-4	-57
Cc1cc(C)cc(-n2ncc3c2CCCC3NC(=O)C2CCC2)c1 (configuration not stated)	7	-4	-1	5	-2	4	3	2	4	3
CCOc1ccc(C(=O)N(CN2CCCC2=O)c2ccc(C)cc2)cc1	5	-2	4	0	-2	-1	1	-4	-16	1
C=CCN=C1NC(c2cccc(C(F)(F)F)c2)C(C(=O)OC)=C(C)N1C (configuration not stated)	8	11	1	6	-2	0	3	-14	-5	2
COc1ccc(S(=O)(=O)Nc2ccc3c(c2)OCO3)cc1Cl	1	-1	2	7	0	-3	1	1	6	4
COc1ccc(S(=O)(=O)N/N=C(/C)c2ccncc2)cc1	-2	7	-1	0	-3	-4	1	5	-10	-7
CN1CCN(c2ccc(CNC(=O)c3ccc(-c4cnn(C)c4)c4ccoc34)cc2)CC1	-1	-9	-9	-4	-9	1	0	16	19	-6
c1ccc(NNC2=NCCS2)cc1	4	-25	-5	-3	6	0	6	4	9	8
CC(=O)N(Cc1ccc(Br)cc1)c1cccc(C)c1C	-7	6	0	4	-2	-5	-1	4	12	2
O=C(CN1CCC(n2nnc3cc(C(F)(F)F)ccc32)CC1)Nc1ccc2c(c1)CCC2	3	1	-5	2	3	-1	2	21	10	8
CCOC(=O)CN(C(=O)CSc1nnc(-c2ccc(OC)c(OC)c2)o1)c1ccc(F)cc1	-4	-15	-11	-8	4	8	-1	10	17	0
Cc1ccc(S(=O)(=O)CCC(=O)O)cc1C	9	6	0	-4	-5	-2	0	-1	2	-4
CCCCNC(=O)C1(C)CCN1C(=O)c1cc(-c2cccs2)oc1C (configuration not stated)	4	11	4	-8	-17	-48	-38	0	17	-57
COc1ccc2sc(-c3ccc(S(C)(=O)=O)cc3)c(C(=O)NCCc3c[nH]c4ccccc34)c2c1	-4	-7	-1	-3	-62	-150	-108	4	10	-196
O=C(Cc1ccc2cccnc2c1)c1ccc(O)cc1O	-3	-5	-6	6	-6	-41	-34	4	10	6
Cc1nnc(SCc2cn3ccsc3n2)n(N)c1=O	1	2	2	5	-2	2	0	-3	-9	-2
Cc1ccccc1NC(=O)CCN1C(=O)CSC1=O	6	2	-4	3	3	7	3	1	0	9
CCCCOc1ccc(C(=O)n2ccc3ccc(-c4ccc5ccn(Cc6ccccc6)c5c4)cc32)cc1	-8	7	-3	13	-7	-21	-20	/	/	-18
Cc1ccccc1NC(=O)CN1CCN(C(=O)c2ccco2)CC1	-1	3	-3	2	-6	-5	3	3	9	-6
CCOC(=O)c1sc(NC(=O)c2cccs2)cc1C	1	4	2	2	-97	-63	-55	3	-9	-249
Cc1ccc(C(=O)N/C(=C\c2ccc(-c3cccc([N+](=O)[O-])c3)o2)C(=O)NC(C)(C)C)cc1	3	11	-3	-4	-3	-2	0	3	-7	-6
COc1cc2c(C(=O)N(C)c3cc(Cl)ccc3OC)cn(C)c(=O)c2cc1OC	1	1	7	0	1	3	0	-2	3	2
Cc1ncoc1C(=O)N1CCCC(C(=O)c2ccc(-c3ccccc3)cc2)C1 (configuration not stated)	-6	0	1	1	-2	-2	3	4	6	-4
CCCNC(=O)[C@H](Cc1c[nH]c2ccccc12)NC(=O)c1ccccc1Cl	-6	-2	1	-2	8	-2	-1	-11	-11	-2
O=C(Nc1nnc(CCS(=O)(=O)c2ccc3ccccc3c2)s1)c1cccs1	-1	-2	3	-1	-1	1	1	-5	1	-3
CCc1nn(CCCC(=O)NCc2ccco2)c(=O)c2cc3occc3n12	9	-21	12	2	-6	-2	1	-10	8	-4
Cc1ccccc1-n1ncc2c(SCC(=O)N3c4ccccc4CC3C)ncnc21 (configuration not stated)	-1	13	-3	7	3	5	3	14	5	13
Cc1cnc(C(=O)OCC(=O)NCCCc2ccccc2)cn1	6	-9	-1	9	-3	1	-1	0	5	-1
COCCCNC(=O)CSc1nnc(-c2cccnc2)n1C1CCCCC1	2	5	7	10	-5	1	-4	/	/	-5
CCc1c(C)nc2ncnn2c1N1CCC(C(=O)NCc2cccc(OC)c2)CC1	-1	10	-3	3	-5	-1	1	8	-5	-4
CCC(C(=O)Nc1cc(C)on1)c1ccccc1 (configuration not stated)	-4	5	6	4	-1	2	-4	1	0	0
O=C(Cc1ccc(S(=O)(=O)N2CCCCC2)s1)Nc1ccc(F)cc1F	2	7	0	7	0	2	0	3	0	3
CC1CCN(Cc2c(C(=O)N/N=C/c3cccc(C(F)(F)F)c3)nnn2-c2nonc2N)CC1	4	-9	-6	3	-8	-12	-2	-12	1	2
CCCCNC(=O)NS(=O)(=O)c1ccc(NC(=O)CSc2nnc(-c3ccc(Cl)cc3)n2N)cc1	3	1	2	7	-3	1	-1	/	/	-5
COc1ccc(F)cc1C(=O)C1CCCN(C(=O)c2ccc(C(C)=O)s2)C1 (configuration not stated)	0	1	4	-3	1	-8	-3	15	-1	-16
CC(OC(=O)c1ccc(Br)o1)C(=O)NCC1CCCCC1 (configuration not stated)	5	0	10	0	-3	-3	2	-3	-10	-5
CC1=C(C(=O)OCC(Br)(Br)Br)C(c2cccc([N+](=O)[O-])c2)NC(=O)N1CCCC(=O)O (configuration not stated)	-9	9	-1	4	-4	-3	-2	3	-4	-6
O=C(CNC(=O)c1cnccc1C(F)(F)F)c1cccc(Cl)c1	2	-6	-7	1	0	-3	-3	9	9	-4
CC(C)Cn1c(=O)[nH]c(=O)c2c(C(F)(F)F)cc(-c3ccccc3)nc21	2	1	-2	-3	-19	-8	-2	-10	-10	-42
CCOc1ccc(-c2[nH]nc3c2C(c2ccc4c(c2)OCO4)C(C#N)=C(N)O3)cc1OC (configuration not stated)	-2	27*	-1	-2	-11	-6	-8	5	13	-14
Cc1cc(NC(=O)[C@H](C)NC(=O)c2ccco2)ccc1Br	3	11	9	-6	-2	-1	6	-5	-2	0
CC1=NN(C(=O)c2ccccc2-n2cccc2)C(O)(C(F)(F)F)C1 (configuration not stated)	1	-13	-22	-6	3	3	4	14	-9	2

Profiles, quoted from the list. Order of screens: Tn6 DDE FP | TDP2 inh | SIAE inh | Tn7 DDE FP | ADAM17 inh | PLC-beta3 inh | PLC-gamma1 inh | ARFGAP1 inh | ASAP1 inh | ADAM10 inh
Results for CCc1c(C)nc2ncnn2c1N1CCC(C(=O)NCc2cccc(OC)c2)CC1 = -1 | 10 | -3 | 3 | -5 | -1 | 1 | 8 | -5 | -4
Results for Cc1ccccc1-n1ncc2c(SCC(=O)N3c4ccccc4CC3C)ncnc21 (configuration not stated) = -1 | 13 | -3 | 7 | 3 | 5 | 3 | 14 | 5 | 13

Other results follow.
SMILES	Tn6 DDE FP	TDP2 inh	SIAE inh	Tn7 DDE FP	ADAM17 inh	PLC-beta3 inh	PLC-gamma1 inh	ARFGAP1 inh	ASAP1 inh	ADAM10 inh
Cc1cccc(NC(=O)CN2C(=O)N/C(=C/c3ccc(C)o3)C2=O)c1	-5	9	6	3	-4	-30	-31	-4	-7	0
O=C(c1cc(Cl)ccc1O)N1CCN(S(=O)(=O)c2cccs2)CC1	1	-13	-8	2	-4	-8	1	-4	-1	-11
CC1(C)CC(=O)C=C(c2n[nH]nc2C2CC2)C1	-6	-5	-1	-7	-1	-2	3	4	-5	-3
C[C@@H]1c2ccccc2N2C[C@H](Cc3ccc(C(=O)c4ccccc4)cc3)C[C@@H]12	1	-6	-5	-1	1	-2	-5	-4	-1	4
COc1ccccc1CNC(=O)COC(=O)c1nc(Cl)ccc1Cl	3	4	-2	-10	0	-3	0	5	1	3
CCOc1ccc(OCCCC(=O)NCCc2ccc(OC)cc2)cc1	4	-10	4	6	1	0	3	5	-2	-1
CC(C)c1ccc(NC(=O)Nc2cnccn2)cc1	-4	-1	-1	-4	-6	-6	0	11	5	-10
